Compound activity: PubChem BioAssay, National Center for Advancing Translational Sciences (NCATS)
Pf growth 48h – Primary qHTS for delayed death inhibitors of the malarial parasite plastid, 48 hour incubation; P. falciparum luciferase growth in erythrocytes, 48 h; Potency, µM (doses to about 28.7 µM), for the others: at the highest dose activity change, negative = inhibition, usual class: inhibitors; actives 5.9% (n = 310,000); AID 504832, 2011; also: potency is read from the fitted curve at half-maximal effect; % is scaled to controls: 0 for no effect and ±100 for the full control effect
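Growth was read as firefly luciferase luminescence after a 48 h, 37 C, 5% CO2 exposure of compounds to reporter-bearing P. falciparum cultures (0.1% parasitemia, 2% hematocrit final) in Albumax-supplemented RPMI 1640.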
Tb PYK inh – qHTS of Trypanosoma Brucei Inhibitors; AID 624173, 2012; actives 0.12% (n = 410,000); Potency, µM (highest dose often 76.8 µM), for the others: at the highest dose activity, negative = inhibition, actives largely listed as inhibitors; TbPYK enzyme, Kinase-Glo Plus ATP luminescence, 45 min; pyruvate kinase (Trypanosoma brucei), Q57TT1; also: potency is read from the fitted curve at half-maximal effect; % is scaled to controls: 0 for no effect and ±100 for the full control effect; nearly all actives have a fitted effect of over 50% in size
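Enzyme and substrate buffer are dispensed first and compound is pin-transferred. ADP at 130 uM final then starts the reaction, which runs 45 min at room temperature. Detection reagent is added for 10 min before luminescence is imaged.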
Cycloheximide cs – Cycloheximide Counterscreen for Small Molecule Inhibitors of Shiga Toxin; cell reporter, cycloheximide protein synthesis inhibition counterscreen; max response, %; actives 12% (n = 300,000); AID 2314, 2010; in the data active = max response mostly above about 13%, no sharp cut-off; inactive = mostly below about 14%; also: read at 38.3 µM for the half of the compounds with a filed dose; 0% is about no effect
LmPK inhibitor – qHTS Assay for Inhibitors of Leishmania Mexicana Pyruvate Kinase (LmPK); Q27686; purified LmPK, Kinase-Glo ATP luminescence, 1 h; Potency, µM (titrated, usually from 57.5 µM), for the others: at the top dose activity change, negative = inhibition, most hits filed as inhibitors; actives 0.37% (n = 290,000); also: potency is read from the fitted curve at half-maximal effect; % is scaled to controls: 0 for no effect and ±100 for the full control effect
Target sequence (Q27686 whole entry, looked up): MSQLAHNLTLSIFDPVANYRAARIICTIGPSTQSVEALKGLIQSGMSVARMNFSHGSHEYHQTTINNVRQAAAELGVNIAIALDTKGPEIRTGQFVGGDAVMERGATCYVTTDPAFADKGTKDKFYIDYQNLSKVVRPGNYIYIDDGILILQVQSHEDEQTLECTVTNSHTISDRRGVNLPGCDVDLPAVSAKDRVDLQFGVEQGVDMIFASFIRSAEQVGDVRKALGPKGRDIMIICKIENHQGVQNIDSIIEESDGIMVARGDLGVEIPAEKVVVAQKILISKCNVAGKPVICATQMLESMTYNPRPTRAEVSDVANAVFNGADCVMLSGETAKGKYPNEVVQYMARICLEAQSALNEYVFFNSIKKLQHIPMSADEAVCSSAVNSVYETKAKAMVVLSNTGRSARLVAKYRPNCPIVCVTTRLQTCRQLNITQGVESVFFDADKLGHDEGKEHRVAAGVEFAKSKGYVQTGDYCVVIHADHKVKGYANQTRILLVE
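0.1 nM LmPK, 0.5 mM PEP, 0.1 mM ADP; 50 mM imidazole pH 7.2, 7 mM MgCl2, 50 mM KCl; 1 h RT. Kinase-Glo luminescence readout, normalized to no-enzyme (full inhibition) and uninhibited wells.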
Pf growth 96h – Primary qHTS for delayed death inhibitors of the malarial parasite plastid, 96 hour incubation; P. falciparum luciferase reporter growth, 96 h; Potency, µM (top dose mostly 28.7 µM), inactives show at the highest dose activity change, negative = inhibition, most hits filed as inhibitors; actives 6.9% (n = 320,000); AID 504834, 2011; also: potency is read from the fitted curve at half-maximal effect; % is scaled to controls: 0 for no effect and ±100 for the full control effect
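Two-generation exposure (96 h) targets delayed-death phenotype. Reporter parasites carrying integrated firefly luciferase, in red cells at 2% hematocrit and 0.05% parasitemia final, kept at 37 C, 5% CO2; luminescence loss indicates inhibition.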
Shiga toxin inh – A qHTS for Small Molecule Inhibitors of Shiga Toxin. inhibition, % at 38.7 µM. AID 2315, 2010. Vero cells, Shiga toxin protein synthesis inhibition reporter. actives 9.2% (n = 290,000); in the data active = inhibition mostly above about 28%, no sharp cut-off; inactive = mostly below about 43%; also: 0% is about no effect
HCV inhibitor – qHTS Assay for Inhibitors of Hepatitis C Virus (HCV); Potency, µM (top dose mostly 41.8 µM), for the others: top-dose activity change, negative = inhibition, most hits filed as inhibitors; actives 3.4% (n = 340,000); Huh7.5.1 HCVcc-Cre infection, luciferase reporter, 44 h; also: potency is read from the fitted curve at half-maximal effect; % is scaled to controls: 0 for no effect and ±100 for the full control effect
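Whole-lifecycle infectious HCVcc-Cre system; cells 1,000/well, compound then virus (~0.5 moi) added 4 h after plating, 44 h culture. Luciferase read 15 sec following 15 min substrate incubation, room temp.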
An asterisk follows results filed as active; i = inactive; ? = inconclusive; / = no result given; & = joins results of further samples; [ ] = another dose, or the depositor's remark. Unless noted, calls follow the shape of the dose curve; as a rule, active = well fitted curve in the direction sought with a large enough effect; inconclusive = small, poorly fitted or top-dose-only effect, or another doubt; inactive = no such curve, though single readings can be large; an effect the other way counts as inactive or inconclusive.

SMILES	Pf growth 48h	Tb PYK inh	Cycloheximide cs	LmPK inhibitor	Pf growth 96h	Shiga toxin inh	HCV inhibitor
CCOc1cc(S(=O)(=O)NCc2ccccn2)ccc1Cl	-10%	-2%	-1	-4%	8.3µM*	12	-1%
Cc1sc(NC(=O)/C=C/c2ccc(C(C)C)cc2)c(C#N)c1C	4%	5%	-1	7%	45%[activator]	-6	-28%
CCc1ccc(NC(=O)CSc2nnc(C3CC3)n2CC2CCCO2)cc1 (stereo unspecified)	3%	3%	-4	-3%	17%	-10	23%
CCOc1ccc(C(=O)NCCc2cnc[nH]2)cc1	34%[activator]	-11%	13	-1%	46%[activator]	22	17%
CCNc1nc(NC(C)C)nc(OCCOC(=O)c2ccccc2)n1	?	0%	-1	3%	-27%	13	?
CC12CCC(C(=O)Nc3c(Cl)cccc3Cl)(C(Br)C1=O)C2(C)C (stereo unspecified)	-1%	-7%	1	-1%	?	-5	26%
CC(=O)NC(C)Cc1ccccc1 (stereo unspecified)	/	1%	-2	-2%	49%[activator]	14	17%
Cc1ccc(C)c(OCCC(=O)OCC(=O)N2c3ccccc3NC(=O)C2(C)C)c1	0%	0%	/	/	8%	/	-14%
Cc1cccc(-c2nc3c(c(SCC(=O)N4CCOCC4)n2)COC(C)(C)C3)c1	?	9%	-4	7%	12µM*	-1	-24%
COc1ccc(Nc2c3c(nc4ccccc24)CCC3)c(OC)c1	?	-8%	-3	-5%	-14%	-6	?
CC1CC(C)CN(C2CCCCC2NS(=O)(=O)c2ccc(Cl)cc2)C1 (stereo unspecified)	-22%	2%	-2	-4%	27%	-5	?
COC(=O)C1=C(c2ccc(OCc3ccccc3)cc2)C[C@@H]2CC[C@H]1N2C(=O)NCc1cccc(OC)c1	3.7µM*	7%	/	/	?	/	6.3µM*
Cc1ccc(S(=O)(=O)N2CCCCC2)cc1C(=O)OC(C)C(=O)NC1CCCCC1C (stereo unspecified)	?	0%	/	/	13µM*	/	?
CCOC(=O)c1ccccc1NC(=O)C1CC(=O)N(c2ccccc2)C1 (stereo unspecified)	10%	2%	-4	-1%	?	-20	-2%
CCOC(=O)C1Oc2ccccc2C(C(=O)OC)=C1C(=O)OC (stereo unspecified)	/	4%	-2	/	/	i	-16%[8.37 µM]
CCOc1cccc2cc(C(=O)Oc3ccc(OC)cc3)c(=O)oc12	2%	-14%	1	-7%	78%[activator]	4	19%
Cc1cccc(NC(=O)COn2nnc3ccc(S(C)(=O)=O)cc32)c1	-10%	1%	11	-3%	3%	0	?
CCOc1ccccc1N1CCN(C(=O)Nc2cccc(Cl)c2)CC1	?	1%	13	2%	?	11	-30%
N#CCOC(=O)c1sccc1-n1cccc1	3%	-1%	-1	-1%	?	-12	-26%
COc1ccc(C2CC(c3cccs3)=NN2C(=O)CSC2=NN3CCCC(=O)N=C3S2)cc1 (stereo unspecified)	10µM*	1%	-2	3%	2.6µM*	-8	-11%
CCCCn1c(N)c(N(CCOC)C(=O)C(C)Oc2ccc(Cl)cc2)c(=O)[nH]c1=O (stereo unspecified)	?	-4%	/	/	-25%	/	31%[activator]
CC(C)(C)CC(=O)Nc1cccc(-c2cn3cccnc3n2)c1	136%[activator]	2%	38*	5%	-45%[1.15 µM]	87*	2%
COc1cc(C(=O)OCC(=O)Nc2ccc3c(c2)OC(F)(F)O3)ccc1OCc1c(C)noc1C	2%	-2%	-2	4%	?	14	12%&19%
O=C(CSc1nncc2ccccc12)Nc1ccc(C(=O)O)cc1	19%	0%	21*	-8%	?	6	19%
CCCn1nc(C(=O)OCc2nc(N)nc(Nc3ccccc3C)n2)c2ccccc2c1=O	?	-3%	/	/	?	/	?
CCn1c(COc2ccccc2OC)nnc1SCC#N	10%	0%	-1	-2%	?	-24	10%
CC(C)Cn1c(=O)c2c(nc3n2CC(C)CN3Cc2ccccc2)n(C)c1=O (stereo unspecified)	?	3%	-4	0%	?	-14	-15%
Cc1cnc(C(=O)OCC(=O)Nc2ccc(Oc3ccccc3)cc2)cn1	27%	4%	1	4%	26%	4	9%
CN(C)S(=O)(=O)N1CCN(c2ccc(Cl)cc2)CC1	15%	-5%	12	-9%	0%	23	17%
O=C(CF)NC(Nc1cccc2cccnc12)C(Cl)(Cl)Cl (stereo unspecified)	-22%	-2%	1	6%	33%[activator]	-13	-12%
O=C(NCCCN1CCOCC1)c1cc2c(s1)-c1ccccc1OC2	9%	7%	16	-4%	41%[activator]	4	?
Cc1cc(NC(=O)CN2C(=O)c3ccccc3S2(=O)=O)no1	5%	-8%	-2	6%	?	3	6%
COCC(=O)N(Cc1ccccc1)c1ccccn1	4%	3%	-4	-2%	?	-3	?
O=C(COC(=O)CN1C(=O)c2ccccc2C1=O)NC1CCCCC1	0%	1%	-7	-4%	5%	-6	17%
COc1ccc(C(=O)NCCS(=O)(=O)N2CCc3ccccc3C2)c(OC)c1	-3%	-2%	/	/	13%	/	8%
CCOC(=O)c1sc(NC(=O)CCC(=O)O)nc1C	-7%	-5%	-2	-2%	10%	-9	?
O=c1ncn(-c2ccccc2F)c2ncccc12	49%[activator]	-10%	9	-5%	81%[activator]	26	14%
CCOc1cccc(NC(=O)Cn2nc(-c3ccc4c(c3)OCCO4)ccc2=O)c1	?	-10%	-1	6%	-27%	11	18%
CC(C)NC(=O)Cn1cc(C#N)c2cc(Br)ccc21	?	-1%	-1	1%	?	-10	-6%
ON(Cc1c(F)cccc1Cl)Cc1c(F)cccc1Cl	2%	4%	-1	0%	17%	-6	11%

Sorted by length of the SMILES (ascending): some entries from above.
SMILES	Pf growth 48h	Tb PYK inh	Cycloheximide cs	LmPK inhibitor	Pf growth 96h	Shiga toxin inh	HCV inhibitor
COCC(=O)N(Cc1ccccc1)c1ccccn1	4%	3%	-4	-2%	?	-3	?
CC(C)NC(=O)Cn1cc(C#N)c2cc(Br)ccc21	?	-1%	-1	1%	?	-10	-6%
O=C(NCCCN1CCOCC1)c1cc2c(s1)-c1ccccc1OC2	9%	7%	16	-4%	41%[activator]	4	?
Cc1cc(NC(=O)CN2C(=O)c3ccccc3S2(=O)=O)no1	5%	-8%	-2	6%	?	3	6%
O=C(COC(=O)CN1C(=O)c2ccccc2C1=O)NC1CCCCC1	0%	1%	-7	-4%	5%	-6	17%
COc1ccc(C(=O)NCCS(=O)(=O)N2CCc3ccccc3C2)c(OC)c1	-3%	-2%	/	/	13%	/	8%
CCOc1cccc(NC(=O)Cn2nc(-c3ccc4c(c3)OCCO4)ccc2=O)c1	?	-10%	-1	6%	-27%	11	18%

(more compounds)
Molecule | Pf growth 48h | Tb PYK inh | Cycloheximide cs | LmPK inhibitor | Pf growth 96h | Shiga toxin inh | HCV inhibitor
O=C(NCc1ccco1)c1ccc2c(c1)N(Cc1ccccc1)C(=O)CS2=O (stereo unspecified) | -10% | -10% | -1 | 2% | ? | -6 | -1%
CCCc1cc(Nc2ccccc2)n2ncnc2n1 | -7% | 3% | 0 | -1% | 7% | -12 | 7%
O=C(NC(=O)c1ccccc1)NC1(C(F)(F)F)OCCO1 | / | / | 48* | -3% | 28% | 84* | /
Cc1ccn2c(NC3CCCC3)c(-c3ccsc3)nc2c1 | 0% | 0% | 15 | -1% | 10% | 36 | 11%
Cc1ccc(OCCN2CCN(C(=O)CCC(=O)Nc3nnc(CC(C)C)s3)CC2)cc1 | 12µM* | 6% | 1 | 3% | 0.33µM* | -5 | -73%
COc1cccc(CN(C)C(=O)c2cc(-c3ccc(OC)c(OC)c3)nc3ccccc23)c1 | 27% | -6% | -2 | -5% | -23% | -18 | ?
O=C(NCc1ccc2c(c1)OCO2)C1CCCN1C(=O)Nc1cccc(F)c1 (stereo unspecified) | ? | -3% | 7 | -4% | -1% | 14 | 4%
Cc1cc(NC(=O)COC(=O)CNC(=O)c2cccs2)c([N+](=O)[O-])cc1C | 12% | -1% | / | / | -4% | / | 7%
CNC(=S)N(CCc1c(C)[nH]c2ccc(OC)cc12)Cc1ccco1 | ? | -3% | 2 | -3% | ? | 2 | -20%
CCOCCCNC(=O)c1cc(=O)n(Cc2cccc(C)c2)c2ccccc12 | ? | 6% | 7 | 0% | 10% | -17 | -23%
CC(C)CCC(C)NC(=O)c1ccc2nccnc2c1 (stereo unspecified) | 125%[activator] | -8% | 54* | 2% | 56%[activator] | 95* | 8%
CCNC(=O)C(=O)NCC(c1ccc2c(c1)OCO2)N1CCOCC1 (stereo unspecified) | 24% | 1% | -3 | 5% | 13% | -5 | 11%
COc1cc(/C=N/Nc2ccccn2)ccc1OCC(C)C | 26% | -6% | 34* | -5% | ? | 62* | 8.9µM*
O=C(CSc1nc2ccccc2[nH]1)N1CCN(c2ccc(F)cc2)CC1 | -14% | 1% | -3 | -7% | / | -1 | -16%
Fc1ccccc1N1CCN(C(c2cccs2)c2nnnn2CCc2ccccc2)CC1 (stereo unspecified) | 8.3µM* | -13% | 8 | 2% | ? | 35 | ?
CS(=O)(=O)N(CC(=O)NCCC1=CCCCC1)c1cccc([N+](=O)[O-])c1 | -20% | -2% | -1 | 5% | -64% | -26 | 10%
CC(C)(C)OC(=O)N1CCC(c2cc(=O)n3[nH]cc(C(=O)Nc4ccc(F)c(Cl)c4)c3n2)CC1 | ? | 1% | 1 | 11% | ? | 13 | 26%
O=C(Nc1cccc(Cl)c1)Nc1ccc2nccnc2c1 | -7% | -3% | 31* | 8% | ? | 55* | ?
CCOc1ccc(/C=N/NC(=O)CC(=O)NCc2ccccc2)cc1 | 7% | 0% | -2 | -3% | -15% | -14 | -4%
COC(=O)c1cc(OC)c(OC)cc1NC(=O)c1cc(-c2ccccc2)nc2ccccc12 | 0% | -3% | 0 | 0% | -1% | -4 | 7%
COc1ccc(CNC(=O)C2Cc3ccccc3CN2C(=O)c2ccco2)cc1 (stereo unspecified) | 14% | -11% | 5 | 10% | 12% | 20 | -1%
